Screening data deposited in PubChem BioAssay by The Scripps Research Institute Molecular Screening Center.
FBW7 activator – FBW7 E3 ligase activators, primary screen, biochemical, AlphaScreen, human | normalized activity (activation), % at 26.1 µM | F-box/WD repeat-containing protein 7 (Homo sapiens), Q969H0 | AlphaScreen FBW7–phospho-cyclin E peptide binding, activator screen | 0.13% of 650,000 active; in the data active = normalized activity above about 1.9%;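 note: purified mutant Fbw7 with reduced substrate affinity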
Target sequence (Q969H0 whole entry, looked up): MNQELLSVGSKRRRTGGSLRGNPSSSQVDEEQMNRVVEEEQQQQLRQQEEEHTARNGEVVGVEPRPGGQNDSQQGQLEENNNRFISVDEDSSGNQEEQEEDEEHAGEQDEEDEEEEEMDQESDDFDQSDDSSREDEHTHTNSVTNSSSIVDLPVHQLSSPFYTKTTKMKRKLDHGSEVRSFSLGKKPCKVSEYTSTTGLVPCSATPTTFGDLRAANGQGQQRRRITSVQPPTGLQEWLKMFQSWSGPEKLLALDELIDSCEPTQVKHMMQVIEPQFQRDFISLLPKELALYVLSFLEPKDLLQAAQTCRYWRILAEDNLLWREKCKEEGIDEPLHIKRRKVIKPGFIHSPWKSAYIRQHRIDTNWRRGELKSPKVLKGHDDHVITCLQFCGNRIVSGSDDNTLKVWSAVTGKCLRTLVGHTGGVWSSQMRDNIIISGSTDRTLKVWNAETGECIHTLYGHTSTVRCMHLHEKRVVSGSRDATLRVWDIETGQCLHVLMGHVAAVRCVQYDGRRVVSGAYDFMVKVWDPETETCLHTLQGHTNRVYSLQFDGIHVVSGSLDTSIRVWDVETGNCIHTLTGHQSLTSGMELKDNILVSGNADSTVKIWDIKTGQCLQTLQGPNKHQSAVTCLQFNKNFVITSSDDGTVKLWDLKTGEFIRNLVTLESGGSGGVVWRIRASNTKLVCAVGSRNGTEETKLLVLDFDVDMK
TEAD-YAP block – TEAD-YAP interaction inhibition, primary screen, TEAD-YAP interaction inhibitor project, luminescence, HEK-TIYL cells; TEAD-Gal4/YAP UAS-luciferase luminescence; inhibition, % at 9.12 µM; 1.4% of 640,000 active; AID 1259422, 2018; in the data active = inhibition above about 32%;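 note: 0% = median of test compound wells and 100% = reference inhibitor wells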
MITF inh – MITF inhibitors, primary screen, biochemical, AlphaScreen, human; Microphthalmia-associated transcription factor (Homo sapiens), O75030; AlphaScreen MITF homodimerization, bead proximity signal; AID 1259374, 2018; 0.91% of 650,000 active; inhibition, % at 2.6 µM; in the data active = inhibition above about 50%;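 note: 0% = vehicle wells with protein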
GPR151 activ – activators of human GPR151, primary screen, cell-based, PathHunter beta-arrestin, luminescence | 1% of 650,000 active | PathHunter beta-arrestin GPR151 cells | activation, % at 11.2 µM; in the data active = activation above about 4.9%;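 note: 0% = median of compound wells and 100% = cells with positive control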
* = called active by the depositor.

How did Cc1cccc(C)c1NC(=O)C(NS(=O)(=O)c1cccs1)c1ccccc1 (stereo not drawn) do in these assays?
FBW7 activator: 0.1; TEAD-YAP block: 0.8; MITF inh: 7.0; GPR151 activ: 0.6

Results for O=C(CC(NS(=O)(=O)c1ccc(Br)cc1)c1cccs1)NCCC1=CCCCC1 (stereo not drawn) ?
FBW7 activator: -0.1; TEAD-YAP block: -4.1; MITF inh: -8.0; GPR151 activ: 2.1

What do the screens show for `O=C(CCc1nnc(Cc2ccc(-c3ccccc3)cc2)o1)N1CCCC1`?
FBW7 activator: -0.1; TEAD-YAP block: -1.8; MITF inh: -2.8; GPR151 activ: -0.8

Results for COc1cc(-c2nc3ccccc3s2)c([N+](=O)[O-])cc1OC ?
FBW7 activator: 0.3; TEAD-YAP block: 1.8; MITF inh: 6.9; GPR151 activ: 0.5

What do the screens show for `COc1ccc(-n2nnc(C(=O)OCc3nc(-c4ccc(C)cc4)oc3C)c2C)cc1`?
FBW7 activator: -0.1; TEAD-YAP block: -2.9; MITF inh: -14.4; GPR151 activ: 3.0

How did COc1ccc(NC(=O)C2C3CCC4C(CCC32)C4(Cl)Cl)cc1 (stereo not drawn) do in these assays?
FBW7 activator: 0.0; TEAD-YAP block: 1.8; MITF inh: 8.7; GPR151 activ: 0.6

How did COc1cccc(/C=C2/C(=O)N(c3ccc(Cl)c(Cl)c3)N=C2C)c1OCC#N do in these assays?
FBW7 activator: -0.9; TEAD-YAP block: 2.4; MITF inh: -8.5; GPR151 activ: -0.3

Results for COc1ccc(-c2csc3[nH]c(=S)[nH]c(=O)c23)cc1 ?
FBW7 activator: 0.0; TEAD-YAP block: 5.8; MITF inh: -6.2; GPR151 activ: -1.7

What do the screens show for `CCc1ccc(C(=O)COC(=O)CCOc2ccc(OC)cc2)cc1`?
FBW7 activator: 0.8; TEAD-YAP block: -1.6; MITF inh: 15.0; GPR151 activ: -0.1

How did COc1ccc(-n2nc3c(c2NC(=O)c2ccc(Cl)c([N+](=O)[O-])c2)CS(=O)C3)cc1 (stereo not drawn) do in these assays?
FBW7 activator: 0.0; TEAD-YAP block: 8.7; MITF inh: 16.3; GPR151 activ: 0.3

How did COc1cccc(-c2nc3ccc(N)cc3[nH]2)c1 do in these assays?
FBW7 activator: -0.3; TEAD-YAP block: -23.9; MITF inh: -2.2; GPR151 activ: -6.2

Results for O=C(Nc1cccc(Br)c1)c1ccc(S(=O)(=O)N2CCOCC2)cc1 ?
FBW7 activator: 0.2; TEAD-YAP block: -5.8; MITF inh: 2.5; GPR151 activ: 0.7

Results for CCOc1ccc(-c2csc(NC(=O)C=C(C)C)n2)cc1 ?
FBW7 activator: -0.1; TEAD-YAP block: -6.1; MITF inh: 10.1; GPR151 activ: -1.3

Results for O=C(NC1CCCC1)C1CCCN(C(=O)NCc2ccccc2)C1 (stereo not drawn) ?
FBW7 activator: 0.1; TEAD-YAP block: 15.1; MITF inh: 6.9; GPR151 activ: 1.2

How did NCCCCNc1ccc2c(=O)[nH][nH]c(=O)c2c1 do in these assays?
FBW7 activator: 0.0; TEAD-YAP block: 0.0; MITF inh: 0.9; GPR151 activ: 0.6

What do the screens show for `O=C1CCN(C(=O)Cn2c(C(F)(F)F)nc3ccccc32)CC1`?
FBW7 activator: 0.0; TEAD-YAP block: -7.6; MITF inh: 4.2; GPR151 activ: -1.4

How did CC1=C(C(=O)Nc2ccc(C)cc2)C(c2ccc(F)cc2)NC(=O)N1 (stereo not drawn) do in these assays?
FBW7 activator: 0.6; TEAD-YAP block: 11.3; MITF inh: 14.0; GPR151 activ: 1.2

Results for O=[N+]([O-])c1ccccc1/C=C/C=N/Nc1ccc(Cl)nn1 ?
FBW7 activator: -0.1; TEAD-YAP block: -17.6; MITF inh: -1.2; GPR151 activ: 0.5

How did Nc1cc(=O)[nH]c(SCC(=O)c2c[nH]c3ccccc23)n1 do in these assays?
FBW7 activator: -0.1; TEAD-YAP block: 4.6; MITF inh: 9.2; GPR151 activ: -0.7

How did CCCCCn1c(COc2ccc(OC)cc2)nc2ccccc21 do in these assays?
FBW7 activator: -0.2; TEAD-YAP block: -35.7; MITF inh: -19.2; GPR151 activ: 1.2

What do the screens show for `O=C(Cc1ccc(N2CCC(N3CCc4sccc4C3)CC2)cc1)N1CCC(O)CC1`?
FBW7 activator: 0.2; TEAD-YAP block: 4.2; MITF inh: 5.6; GPR151 activ: -0.5

Results for COCCN1C(=O)c2oc3cc(C)c(C)cc3c(=O)c2C1c1ccc(SC)cc1 (stereo not drawn) ?
FBW7 activator: 0.1; TEAD-YAP block: -8.0; MITF inh: 5.8; GPR151 activ: 0.6

Results for NC(=O)C12CC3CC(CC(Cl)(C3)C1)C2 ?
FBW7 activator: -0.1; TEAD-YAP block: -4.6; MITF inh: 1.4; GPR151 activ: 0.4

How did CCOC(=O)c1c(NC(=O)C2(C)Cc3ccccc3C(=O)O2)sc(C)c1C (stereo not drawn) do in these assays?
FBW7 activator: -0.1; TEAD-YAP block: -8.1; MITF inh: -13.9; GPR151 activ: -1.8

Results for COc1ccc([N+](=O)[O-])cc1/C=N/NC(=O)COc1ccc(C)c(C)c1 ?
FBW7 activator: -0.1; TEAD-YAP block: 1.4; MITF inh: -15.0; GPR151 activ: -0.1

How did COC(=O)CCC/C=C1/SCC(NC(=O)c2ccccc2)/C1=N/O (stereo not drawn) do in these assays?
FBW7 activator: 0.4; TEAD-YAP block: 2.5; MITF inh: 11.7; GPR151 activ: -1.9

What do the screens show for `COc1ccc(NC(=O)c2cnc3scc(C(C)(C)C)n3c2=O)cn1`?
FBW7 activator: -0.2; TEAD-YAP block: -3.9; MITF inh: 8.0; GPR151 activ: 0.3

Results for CC1(CCC(=O)NC2CCc3ccccc32)CCC(=O)N1 (stereo not drawn) ?
FBW7 activator: 0.1; TEAD-YAP block: -10.8; MITF inh: 5.2; GPR151 activ: -1.1

What do the screens show for `COc1cc(-c2cnn3c(NCc4ccc5c(c4)OCO5)ccnc23)cc(OC)c1OC`?
FBW7 activator: 0.4; TEAD-YAP block: 13.0; MITF inh: 8.1; GPR151 activ: 1.3

How did CCNc1cc(N2CCN(S(=O)(=O)CC)CC2)ccc1[N+](=O)[O-] do in these assays?
FBW7 activator: -0.1; TEAD-YAP block: 11.2; MITF inh: 2.7; GPR151 activ: 0.7

How did COc1ccc(C(=O)Oc2coc(CSc3ncccn3)cc2=O)c(OC)c1 do in these assays?
FBW7 activator: 0.0; TEAD-YAP block: 1.5; MITF inh: 30.0; GPR151 activ: -2.2

Results for Cc1cc(Cl)cc2c1NC(c1ccncc1)C1CC=CC21 (stereo not drawn) ?
FBW7 activator: -0.1; TEAD-YAP block: -1.7; MITF inh: -0.1; GPR151 activ: -0.6

What do the screens show for `O=C1NC2(CCN(C(=O)c3ccco3)CC2)Nc2ccccc21`?
FBW7 activator: -0.1; TEAD-YAP block: -2.3; MITF inh: -3.3; GPR151 activ: -0.3

What do the screens show for `Cc1cc(NCCO)c2ccccc2n1`?
FBW7 activator: 1.1; TEAD-YAP block: 10.9; MITF inh: 7.5; GPR151 activ: -1.6

What do the screens show for `Cc1ccc(-n2cc(-c3ccccc3)c3c(N4CCN(c5cccc(C)c5)C(C)C4)ncnc32)cc1` (stereo not drawn)?
FBW7 activator: 0.2; TEAD-YAP block: 11.4; MITF inh: 6.9; GPR151 activ: 0.5

How did Fc1ccccc1-c1nc2cnccn2c1NCc1ccco1 do in these assays?
FBW7 activator: -0.2; TEAD-YAP block: 10.7; MITF inh: 0.7; GPR151 activ: -0.1

What do the screens show for `CCN(CC)CCn1c(C)nc(=O)c(-c2ccccc2)c1C`?
FBW7 activator: 0.0; TEAD-YAP block: 2.9; MITF inh: -6.6; GPR151 activ: -1.1

What do the screens show for `CCOC(=O)c1ccc(-n2c(C)cc(/C=C3\SC(=Nc4cccc(Cl)c4Cl)NC3=O)c2C)cc1`?
FBW7 activator: -0.1; TEAD-YAP block: 3.9; MITF inh: 9.1; GPR151 activ: -0.3

What do the screens show for `CCn1c(SCC(=O)Nc2ccccc2C)nnc1-c1ccccc1O`?
FBW7 activator: -0.4; TEAD-YAP block: 18.0; MITF inh: 10.6; GPR151 activ: -0.1

Results for CN1CCN(c2ccc(-c3nc(C(=O)NCc4cccc(C(F)(F)F)c4)cs3)cc2)CC1 ?
FBW7 activator: 0.0; TEAD-YAP block: -14.4; MITF inh: -5.3; GPR151 activ: 1.6

How did CCOC(=O)C1=C(C)NC2=C(C(=O)C(C(=O)OCC)C(c3cccc(OC)c3)C2)C1c1ccc(F)cc1 (stereo not drawn) do in these assays?
FBW7 activator: 0.1; TEAD-YAP block: 1.6; MITF inh: -0.8; GPR151 activ: -1.1

Results for Cc1c(C(=O)Nc2ccccc2N2CCN(C)CC2)sc2nc3n(c(=O)c12)CCCC3 ?
FBW7 activator: 0.1; TEAD-YAP block: -1.2; MITF inh: 4.4; GPR151 activ: 1.1

What do the screens show for `CCOC(=O)C1=C(C)NC2=C(C(=O)c3ccccc32)C1c1cccc(OC)c1OC` (stereo not drawn)?
FBW7 activator: -0.1; TEAD-YAP block: 9.2; MITF inh: 4.4; GPR151 activ: -0.3

What do the screens show for `O=C(NC1CCCCC1)c1ccc(Sc2ccc(F)cc2)c([N+](=O)[O-])c1`?
FBW7 activator: 0.0; TEAD-YAP block: 0.5; MITF inh: 22.7; GPR151 activ: -1.5

Results for CC(=O)COC(=O)c1ccc2c(c1)C(=O)N(c1ccc(C)cc1[N+](=O)[O-])C2=O ?
FBW7 activator: -0.2; TEAD-YAP block: 5.6; MITF inh: -12.3; GPR151 activ: 0.0

A portion of the results above, for reference:
How did COc1ccc(C(=O)Oc2coc(CSc3ncccn3)cc2=O)c(OC)c1 do in these assays?
FBW7 activator: 0.0; TEAD-YAP block: 1.5; MITF inh: 30.0; GPR151 activ: -2.2

Results for Cc1cc(Cl)cc2c1NC(c1ccncc1)C1CC=CC21 (stereo not drawn) ?
FBW7 activator: -0.1; TEAD-YAP block: -1.7; MITF inh: -0.1; GPR151 activ: -0.6

An excerpt from above in order of molar mass, low to high:
What do the screens show for `CCN(CC)CCn1c(C)nc(=O)c(-c2ccccc2)c1C`?
FBW7 activator: 0.0; TEAD-YAP block: 2.9; MITF inh: -6.6; GPR151 activ: -1.1

How did Fc1ccccc1-c1nc2cnccn2c1NCc1ccco1 do in these assays?
FBW7 activator: -0.2; TEAD-YAP block: 10.7; MITF inh: 0.7; GPR151 activ: -0.1

What do the screens show for `Cc1ccc(-n2cc(-c3ccccc3)c3c(N4CCN(c5cccc(C)c5)C(C)C4)ncnc32)cc1` (stereo not drawn)?
FBW7 activator: 0.2; TEAD-YAP block: 11.4; MITF inh: 6.9; GPR151 activ: 0.5

Additional records:
How did COC(=O)C1=C(C)OC(N)=C(C#N)C1c1cc(Br)c(C)s1 (stereo not drawn) do in these assays?
FBW7 activator: -0.1; TEAD-YAP block: -2.8; MITF inh: -13.2; GPR151 activ: -1.4

What do the screens show for `O=C(Nc1ccc2c(c1)C(=O)N(c1ccccc1)C2=O)c1ccco1`?
FBW7 activator: -0.1; TEAD-YAP block: 7.7; MITF inh: -20.3; GPR151 activ: -0.1

How did CC1(C)C2CCC1(C(=O)O)c1nc3ccccc3nc12 (stereo not drawn) do in these assays?
FBW7 activator: 0.1; TEAD-YAP block: 9.0; MITF inh: -12.8; GPR151 activ: -0.5

How did CCCN(CCC)CCCNC(=O)c1cccc2c1SCCC2=O do in these assays?
FBW7 activator: -0.2; TEAD-YAP block: 3.4; MITF inh: -6.2; GPR151 activ: -0.8

How did COc1ccc(C)cc1S(=O)(=O)NCCc1csc(-c2cccc(F)c2)n1 do in these assays?
FBW7 activator: -0.2; TEAD-YAP block: -6.2; MITF inh: 10.6; GPR151 activ: 0.1

What do the screens show for `O=C(Nc1ccc([N+](=O)[O-])cc1)C1CC12CCC2` (stereo not drawn)?
FBW7 activator: 0.0; TEAD-YAP block: -26.4; MITF inh: 12.0; GPR151 activ: 0.0

Results for CCCN1CCc2c(C(=O)OC)c(OCc3ccc(F)cc3)cc(=O)n2CC1 ?
FBW7 activator: -0.1; TEAD-YAP block: -1.3; MITF inh: 3.1; GPR151 activ: 1.1

How did Cc1cc(C(=O)COC(=O)c2cccs2)c(C)n1Cc1cccs1 do in these assays?
FBW7 activator: -0.1; TEAD-YAP block: 52.7*; MITF inh: 13.6; GPR151 activ: -1.3

How did Cc1nn(-c2ccccc2)c(C)c1CC(=O)N1CCC(C2(C)NC(=O)NC2=O)CC1 (stereo not drawn) do in these assays?
FBW7 activator: -0.1; TEAD-YAP block: 2.6; MITF inh: 1.8; GPR151 activ: 0.1

What do the screens show for `c1ccc(-c2cc(N3CCC4(CC3)OCCO4)nc(-c3ccncc3)n2)nc1`?
FBW7 activator: -0.3; TEAD-YAP block: 9.4; MITF inh: 1.8; GPR151 activ: 4.0

How did O=C(N=Nc1c(O)[nH]c(=O)[nH]c1=O)c1ccc2c(c1)OCO2 do in these assays?
FBW7 activator: -0.1; TEAD-YAP block: 4.6; MITF inh: 22.3; GPR151 activ: -1.0

What do the screens show for `CC[C@H](C)[C@@H]1NC(=O)[C@@H]2C[C@H](NC(=O)Nc3c(Cl)cccc3Cl)CN2C1=O`?
FBW7 activator: -0.1; TEAD-YAP block: 3.0; MITF inh: -5.8; GPR151 activ: 3.7

Outcome played no part in choosing rows; 3.5% or so of the library scored in one or more.
